PME-1 inh – PME-1 (human) inhibition; Q9Y570; recombinant PME-1, FP-Rh probe fluorescence polarization; inhibition, % at 5.9 µM; hit rate 0.53% among 320,000; AID 2130;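 active = inhibition above the campaign mean of all compounds plus 3 SD, cut at about 26% in these data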;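 also: competitive labeling of PME-1 active site by serine hydrolase directed probe; 0% = PME-1 with DMSO and 100% = wells lacking PME-1 enzyme; inhibitors block probe labeling so polarization falls and inhibition rises; many of its hits are not listed in these tables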
Target sequence (Q9Y570 whole entry, looked up): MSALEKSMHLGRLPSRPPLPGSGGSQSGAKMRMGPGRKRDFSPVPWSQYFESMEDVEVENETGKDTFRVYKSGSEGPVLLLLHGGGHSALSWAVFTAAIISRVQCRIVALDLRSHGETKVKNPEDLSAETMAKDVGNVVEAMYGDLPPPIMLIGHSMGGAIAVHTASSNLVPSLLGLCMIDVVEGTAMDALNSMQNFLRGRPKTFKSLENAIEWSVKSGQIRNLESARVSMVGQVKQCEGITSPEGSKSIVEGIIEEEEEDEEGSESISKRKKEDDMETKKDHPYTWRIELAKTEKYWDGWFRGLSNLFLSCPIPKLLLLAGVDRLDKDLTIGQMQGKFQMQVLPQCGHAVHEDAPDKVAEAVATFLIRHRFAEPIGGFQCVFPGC
PAFAH1B2 inh – blocks human PAF acetylhydrolase 1b catalytic subunit 2 | P68402 | recombinant PAFAH1B2, FP-rhodamine activity probe, fluorescence polarization | inhibition, % at 3.39 µM | hit rate 1.2% among 340,000;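 active = inhibition above the mean of all tested compounds plus 3 SD, cut at about 24% in these data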;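 also: 0% = enzyme with DMSO and 100% = wells lacking PAFAH1B2; many of its hits are not listed in these tables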
PAD4 FP inh – PAD4 (human) enzyme inhibition; hit rate 0.41% among 330,000; inhibition, % at 6.36 µM; recombinant PAD4, RCA probe fluorescence polarization;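 active = percent inhibition above a cutoff equal to the mean of all tested compounds plus 3 SD, cut at about 15% in these data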;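 also: 0% = PAD4 with RCA probe and DMSO and 100% = probe without PAD4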
LYPLA1 inh – blocks human lysophospholipase 1, a PME1 counter-screen; recombinant LYPLA1, FP-Rh probe fluorescence polarization; inhibition, % at 5.9 µM; hit rate 0.16% among 320,000;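 active = inhibition above the mean of all tested compounds plus 3 SD, set per campaign, cut at about 14% in these data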;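 also: inhibitors block serine hydrolase probe labeling of LYPLA1 so polarization falls; 0% = enzyme with DMSO and 100% = wells lacking LYPLA1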
Fam108B inh – Fam108B inhibition, counter-screen for RBBP9 inhibitors; hit rate 0.33% among 300,000; AID 1947; inhibition, % at 9.51 µM; recombinant Fam108B, FP-Rh probe fluorescence polarization;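 active = inhibition above the screen mean inhibition plus 3 SD, computed separately per campaign, cut at about 18% in these data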;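 also: inhibitors lower polarization as less probe binds the enzyme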
PAFAH1B3 FP inh – PAFAH1B3 (human) inhibition; Q15102; recombinant PAFAH1B3, FP-rhodamine probe, fluorescence polarization; inhibition, % at 3.39 µM; hit rate 0.28% among 340,000; AID 492972;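 active = inhibition above the screen-wide average of all tested compounds plus 3 SD, cut at about 25% in these data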;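 also: 0% = enzyme with DMSO only and 100% = wells lacking PAFAH1B3 protein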
Target sequence (Q15102 whole entry, looked up): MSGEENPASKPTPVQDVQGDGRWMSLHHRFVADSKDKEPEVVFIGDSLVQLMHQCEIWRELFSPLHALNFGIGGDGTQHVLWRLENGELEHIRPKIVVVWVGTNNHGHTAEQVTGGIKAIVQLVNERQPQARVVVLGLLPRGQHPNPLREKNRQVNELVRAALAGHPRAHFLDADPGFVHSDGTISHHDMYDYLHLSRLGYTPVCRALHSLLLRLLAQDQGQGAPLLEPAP
PAFAH2 FP inh – inhibitors of human PAFAH2. inhibition, % at 3.39 µM. hit rate 0.99% among 340,000. recombinant PAFAH2, FP-rhodamine activity probe, fluorescence polarization. Q99487. AID 492956;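 active = inhibition above the mean over all tested compounds plus 3 SD, cut at about 30% in these data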;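 also: inhibitors block probe labeling of enzyme so polarization drops; 0% = enzyme with DMSO and 100% = wells lacking PAFAH2 protein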
GSTO1 counter – blocks human GSTO1 in RBBP9 counter-screen; hit rate 1.1% among 300,000; AID 1974; inhibition, % at 5.96 µM; recombinant GSTO1, activity-based probe fluorescence polarization; P78417;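 active = inhibition above the campaign mean inhibition plus 3 SD, cut at about 35% in these data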;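 also: 0% = GSTO1-1 with DMSO and 100% = wells lacking GSTO1-1 enzyme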
Target sequence (P78417 whole entry, looked up): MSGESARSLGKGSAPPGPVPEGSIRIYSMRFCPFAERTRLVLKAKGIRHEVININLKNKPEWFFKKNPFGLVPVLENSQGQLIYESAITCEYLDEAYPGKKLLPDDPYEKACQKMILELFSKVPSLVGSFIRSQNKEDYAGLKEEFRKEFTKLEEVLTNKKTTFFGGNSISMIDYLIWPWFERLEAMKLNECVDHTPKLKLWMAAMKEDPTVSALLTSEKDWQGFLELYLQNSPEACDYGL
pPAFAH FP inh – pPAFAH (human) enzyme inhibition; inhibition, % at 3.39 µM; recombinant pPAFAH, FP-rhodamine probe fluorescence polarization; AID 463082; hit rate 1.5% among 330,000; Q13093;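 active = inhibition above the mean inhibition across the screen plus 3 SD, cut at about 25% in these data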;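 also: inhibitors block binding of the rhodamine activity-based probe so polarization drops; 0% = enzyme with DMSO and 100% = wells lacking pPAFAH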
Numbers without * were called inactive; · = not tested or not shown. Not all compounds are listed; count on the stated rates, not on these rows.

smiles	PAD4 FP inh	PAFAH1B3 FP inh	Fam108B inh	PAFAH1B2 inh	PAFAH2 FP inh	GSTO1 counter	pPAFAH FP inh	LYPLA1 inh	PME-1 inh
Cc1nc(-c2ccc(C(=O)Nc3cc(S(N)(=O)=O)ccc3C)cc2)cs1	3	8	0	3	-6	2	1	-2	0
COc1cccc(CNC(=O)CCCc2c[nH]c3ccccc23)c1	5	3	-4	4	6	2	2	3	2
COc1cccc(-c2nc(COc3ccc(Cl)cc3Cl)no2)c1	-1	1	0	2	-1	9	-1	-1	-1
CN1CCN(c2nc3c(c(=O)[nH]c(=O)n3C)n2Cc2ccccc2F)CC1	-4	18	-1	5	5	-2	3	2	-10
CCOc1ccccc1C(=O)Nc1cc(OC)ccc1OC	-2	10	3	-1	9	3	11	-3	3
Cc1cccc(N2C(=O)c3ccc(C(=O)Nc4ccccn4)cc3C2=O)c1	-4	8	-5	2	3	6	1	0	-2
Cc1cccnc1CCNC(=O)C1CCC(=O)N(Cc2cccc(F)c2)C1 (stereo not drawn)	1	2	5	4	4	-3	3	-1	6
COC(=O)c1cccc(Cn2cc([N+](=O)[O-])cn2)c1	0	·	0	·	·	15	-6	-1	-7
CS(=O)(=O)c1ccc(NC(=O)CCN2C(=O)C3CCCCC3C2=O)cc1 (stereo not drawn)	4	5	-3	7	8	-5	8	1	-2
CCN1CCN(CCNC(=O)Cn2c(=O)c3cccn3c3ccc(F)cc32)CC1	1	2	0	-1	-1	0	1	1	-1
Cc1cc(C)c2cc(CN(CCCO)S(=O)(=O)c3ccccc3F)c(=O)[nH]c2c1	-4	-1	1	6	-3	-2	1	3	1
Cc1ccc(N2CC(O)Cn3c2nc2c3c(=O)[nH]c(=O)n2C)cc1 (stereo not drawn)	7	1	0	-1	2	4	2	4	3
Cc1ccc(S(=O)(=O)NC(=O)NCc2ccc3c(c2)OCO3)cc1	-6	-10	4	7	0	5	1	-4	-5
CCOC(=O)C1=C(COC(=O)C(CC)c2ccccc2)NC(=O)NC1C (stereo not drawn)	3	8	·	16	5	·	-1	-1	-1
COc1ccccc1NC(=O)C1=C(C)Nc2nc(-c3ccccc3)nn2C1c1ccccn1 (stereo not drawn)	1	2	2	1	-6	1	5	-3	7
Cc1cc(C(F)(F)F)n(-c2nc(C(=O)N/N=C/c3ccc(F)cc3)cs2)n1	-3	4	-2	3	3	7	6	3	-3
Cc1nc2oc3ccccc3c(=O)c2cc1C(=O)O	0	6	-7	9	3	7	4	0	1
COc1ccc(CCNC(=S)NC(=O)c2cc(OC)c(OC)c(OC)c2)cc1OC	4	3	1	0	1	2	4	-1	-4
COc1ccc(C)cc1NC(=O)c1sc2nc(C)nc(N3CCOCC3)c2c1C	-1	5	6	0	-4	1	3	-2	2
COc1ccc(CCNC(=O)C2CC(c3ccc(C(F)(F)F)cc3)=NO2)cc1 (stereo not drawn)	-4	6	-9	14	-1	-1	11	-1	-2
COc1ccc(NC(=O)C/C(C)=N/NC(=O)c2cnccn2)cc1	4	7	-2	0	-2	5	3	1	0
Cc1ccc(N2CCN(S(=O)(=O)c3ccc(-n4cnnn4)cc3)CC2)c(C)c1	3	3	1	9	1	4	2	-4	-2
COc1ccccc1NS(=O)(=O)c1cccc(C(=O)NN=C2CCCC2)c1	-2	6	2	3	6	1	3	1	0
COc1ccc(N2CCN(C(=O)COC(=O)Cc3c(F)cccc3Cl)CC2)cc1	2	4	1	-3	-6	8	6	1	0
CCn1c(SCC(=O)N/N=C/C=C\c2ccco2)nc2ccccc21	-8	-6	7	-3	5	3	25*	-3	-7
Cc1cc2oc(C(=O)NCc3ccc4c(c3)OCO4)c(C)c2cc1C	-2	-6	0	1	3	3	4	-9	-5
Fc1ccc(-c2csc3ncnc(N4CCc5ccccc5C4)c23)cc1	-2	5	-5	2	-2	1	7	2	-4
Cc1ccc(OCC(=O)NCCNC(=O)c2cccnc2)cc1C	1	5	-6	7	-5	-2	-5	-3	-3
NC(=O)C1CCN(CCS(=O)(=O)c2ccc(Cl)cc2)CC1	0	4	4	7	4	8	-4	1	-1
Cc1nnc(NC(=O)C2CCCCC2)s1	-6	12	-5	3	-5	-1	2	-2	0
CS(=O)(=O)N(CC(=O)NCC1CCCO1)c1ccc(F)c(Cl)c1 (stereo not drawn)	-6	-4	-5	5	-3	-10	2	0	2
Cc1nn(-c2ccccc2)c(C)c1C(=O)Oc1ccccc1	-11	-7	0	2	1	-11	2	-3	-1
COc1ccc(CNC(=O)CC23CC4CC(CC(C4)C2)C3)cc1OC	0	8	2	14	-1	12	-1	-3	-1
Cc1cccc(NC(=O)CN2C(=O)NC3(CCCCCCC3)C2=O)c1C	6	8	·	4	-3	·	2	·	·
CCN(CC)C(=O)[C@H]1C[C@H](CC(=O)NCc2ccco2)C(=O)N2CCc3c([nH]c4cc(CCC(=O)N(C)C)ccc34)[C@]12C	5	4	·	0	10	·	8	·	·
CCCCC[C@@H]1C=C(C(=O)O)[C@H](c2cccc(C)c2)N1S(=O)(=O)c1ccc(C)cc1	0	5	·	5	11	·	1	·	·
CCn1c(SCC(=O)N2CCc3ccccc32)nnc1-c1ccco1	-2	0	0	-1	-1	1	-4	4	-2
CN=C(Cc1ccccc1)C1=C(O)CC(C)(C)CC1=O	-1	8	2	-4	0	-7	1	4	2
N/C(CC(=O)Nc1ccc(F)cc1F)=N\OC(=O)c1cccs1	2	4	-2	7	41*	-4	4	10	-2
Cc1ccc(Nc2ncnc3nc[nH]c23)cc1Cl	1	1	0	-2	4	-2	1	-13	-5
Nc1c(C(=O)Nc2ccccc2)nnn1-c1ccc2c(c1)OCCO2	-3	8	0	4	9	-2	-2	-2	-3
O=C(COC(=O)CCSc1ccccc1Cl)NCc1ccco1	2	4	0	3	3	5	12	1	-4
CCc1cc(=O)oc2c3c(cc(OCC(=O)NCCCC(=O)O)c12)OC(C)(C)CC3	-1	12	-3	2	39*	4	32*	-1	-1
COc1ccc(NC(=O)CCS(=O)(=O)c2ccc(OC)cc2)cc1	20*	2	-6	6	-12	-1	-7	-3	-2
COc1cccc(NC(=O)c2ccc3c(c2)N(CC(=O)N2CCCCC2)C(=O)C(C)(C)O3)c1	4	7	1	0	-6	-1	3	-3	-2
O=c1cc(NCc2ccc3c(c2)OCO3)[nH]c(=O)n1-c1ccc(Cl)cc1	-2	7	1	20	3	-5	-2	0	-1
CC1(C)CC(=O)C=C(Nc2ccc(F)c(Cl)c2)C1	2	8	2	3	-2	-7	0	2	3
O=C(c1cccc(C(F)(F)F)c1)N1CCC(O)(CS(=O)(=O)Cc2ccc(Cl)cc2)CC1	3	-4	-1	1	-11	-6	5	-1	-2
CC1CCCCC1NC(=O)CCS(=O)(=O)c1cccc2nonc12 (stereo not drawn)	-6	6	-3	-3	4	-3	4	-1	-1
Cc1cccn2c(=O)c(/C=C(\C#N)C(=O)NCc3ccco3)c(N3CCCCCC3)nc12	-3	·	0	·	·	-7	6	-1	9

Continuation.
smiles	PAD4 FP inh	PAFAH1B3 FP inh	Fam108B inh	PAFAH1B2 inh	PAFAH2 FP inh	GSTO1 counter	pPAFAH FP inh	LYPLA1 inh	PME-1 inh
CCCOc1ccc(C(=O)CCC(=O)NNC(=O)Cn2nc(C)cc2C)cc1	-4	8	4	-4	3	3	1	0	-1
Cc1sc2nc(SCC(=O)N(CCO)CCO)n(C3CCCCC3)c(=O)c2c1C	-5	-5	0	2	-6	5	-1	1	7
CCN1CCN(CCC(=O)Nc2ccccc2C)CC1	-2	-1	4	-4	-1	5	1	3	0
CCOC(=O)CCNC(=O)c1ccccc1Br	6	6	0	3	-1	5	-1	2	11
COc1cccc(CNC(=O)CSc2nnc3c(n2)[nH]c2ccc(OC)cc23)c1	0	-5	1	-2	13	10	4	-1	-10
Cn1cc([N+](=O)[O-])c(C(=O)N/N=C/c2ccncc2)n1	-6	-1	2	-1	-2	0	-4	-1	-4
Cc1c([N+](=O)[O-])cc(C(=O)N2CCOCC2)cc1[N+](=O)[O-]	-2	19	5	0	1	4	3	-2	1
O=P(O)(O)COc1ccccc1P(=O)(c1ccccc1)c1ccccc1	-1	3	-3	-5	5	8	4	2	8
C[C@H](NC(=O)N1CCn2c1nc1ccccc12)C(=O)NC1CC1	0	5	5	2	2	2	4	4	1
CC(C)NS(=O)(=O)c1ccc(Br)c(C(=O)OC(C)C(=O)NC2CCCCC2C)c1 (stereo not drawn)	0	1	2	7	-1	14	4	4	6
CC(C)Cc1ccc(C#N)c(SCC(N)=O)n1	2	-3	1	8	-2	3	0	0	3
O=C(CSc1nc2ccccc2o1)NCc1ccco1	-6	17	4	1	6	10	5	0	4
CC(C)(C)c1cc(C(C)(C)C)cc(S(=O)(=O)CCc2ccccn2)c1	3	8	-1	2	3	1	-4	-2	-4
Cn1c(=O)c2c(nc(N3CCOCC3)n2CCc2ccccc2)n(C)c1=O	-2	5	0	-1	-7	-2	2	0	4
NC(=O)c1cc(N=Nc2c(N)[nH]n(-c3c(Cl)cc(Cl)cc3Cl)c2=O)ccc1Cl	-10	-2	0	6	4	2	5	3	-5
O=S(=O)(NC1CCCCC1)c1ccc(Br)s1	0	3	0	7	-4	6	14	3	13
Cc1ccc(C(=O)N2CCCCCC2)cc1Br	-1	3	4	1	0	10	0	-1	-2
COc1ccc(CNC(=O)Cn2ccc(N)nc2=O)cc1	-3	0	·	4	4	·	-4	4	0
COc1ccccc1N1CCN(S(=O)(=O)c2ccc3c4c(cccc24)C(=O)N3)CC1	1	15	-2	7	3	-20	-1	-3	1
CC(C)=CCN1CCN(Cc2cc(CC(C)C)n[nH]2)CC1CCO (stereo not drawn)	0	12	10	2	3	13	-5	2	-1
Cc1ccc(S(=O)(=O)N2CCN(CC3CC4C=CC3C4)CC2)cc1 (stereo not drawn)	1	4	1	8	2	-3	5	-1	-3
O=C(NCc1ccccc1)C(c1ccco1)N(C(=O)c1csnn1)c1ccccc1F (stereo not drawn)	4	1	1	3	-7	2	2	6	1
CCN(C(C)=O)N(CC)c1nc(Cl)nc(NC(C)C)n1	-8	2	-5	-2	-7	-1	1	0	-4
Clc1ccc(-c2cc(CSc3cccc(Cl)c3)on2)cc1	-2	-3	2	-2	2	-4	6	-1	-4
C#CCOCCOCCOCCNc1nc(N2CCN(C(=O)CCCCCCCCCCNC(=O)[C@H]([C@@H](C)CC)n3cc(CCCCN=C(N)N)nn3)CC2)nc(N2CCN(C(=O)CCCCCCCCCCNC(=O)[C@H](CCCCN)n3cc(C)nn3)CC2)n1	-14	·	-6	·	·	-1	-1	-3	-3
CCOc1ccccc1/C=C(\C#N)C(=O)NC1CC1	0	·	-3	·	·	2	6	-2	0
CCN(CC)S(=O)(=O)c1ccc(NC(=O)c2cnccn2)cc1	-3	-4	-1	0	3	4	4	-4	-6
O=C(CCC(=O)N1CCc2ccccc2C1)NCCc1ccc(Cl)cc1	4	-1	-1	6	-3	14	3	-3	-3
Cc1ccc(C(NC(=O)C(C)C)c2cc([N+](=O)[O-])c3cccnc3c2O)cc1 (stereo not drawn)	-5	17	2	5	17	-8	54*	-3	4
Cc1ccc(C(=O)NCC(=O)OCC(=O)NCC(F)(F)F)cc1	-2	8	9	-7	9	-3	4	0	-2

Screening data: PubChem BioAssay, The Scripps Research Institute Molecular Screening Center
